Screening data: PubChem, several laboratories
PP5 primary: PP5 phosphatase inhibitors, primary screen, biochemical, fluorescence; hit rate 0.18% among 320,000; inhibition, % at 6.7 µM; AID 1987, 2009; Serine/threonine-protein phosphatase 5 (Homo sapiens), P53041; purified PP5c, OMFP substrate fluorescence;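 active means inhibition above the campaign's mean inhibition across all tested compounds plus 3 SD, cut at about 9.5% in these data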;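 further: 0% = DMSO only and 100% = 100 µM cantharidin control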
JMJD2C inh: inhibitors of GASC-1 histone demethylase, primary screen, biochemical, fluorescence, DELFIA europium; AID 2099, 2009; GST-JMJD2C(1-420) H3K9me3 demethylation; Lysine-specific demethylase 4C (Homo sapiens), Q9H3R0; inhibition, % at 2.35 µM; hit rate 0.069% among 330,000;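 active means more than half of a compound's replicate wells show inhibition beyond 50%, single wells judged on their own value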;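 further: signal counts dimethyl H3K9 product captured on neutravidin plate; 0% = median of DMSO wells and 100% = 0.3 times that DMSO median; strong numbers were not always called active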
Target sequence (Q9H3R0 1-420 limits assumed): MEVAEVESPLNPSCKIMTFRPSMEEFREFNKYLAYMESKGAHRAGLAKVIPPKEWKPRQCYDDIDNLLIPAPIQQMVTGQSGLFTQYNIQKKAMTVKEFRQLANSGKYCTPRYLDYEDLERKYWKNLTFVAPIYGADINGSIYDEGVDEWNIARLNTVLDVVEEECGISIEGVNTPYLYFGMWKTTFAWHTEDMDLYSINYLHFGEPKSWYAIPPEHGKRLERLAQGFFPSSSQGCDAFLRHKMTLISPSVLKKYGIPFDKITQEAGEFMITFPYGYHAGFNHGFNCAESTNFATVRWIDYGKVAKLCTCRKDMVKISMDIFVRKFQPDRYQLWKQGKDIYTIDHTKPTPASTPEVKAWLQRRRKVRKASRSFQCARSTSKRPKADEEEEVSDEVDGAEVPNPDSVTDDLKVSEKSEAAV
procasp7 counter: procaspase-7 activators, primary screen, counter-screen for procaspase-3 activator project, biochemical, absorbance, HTS, human. Caspase-7 (Homo sapiens), P55210. recombinant procaspase-7, Ac-DEVD-pNA absorbance 405 nm; D23A/D198A/D206A triple mutant, cannot self-cleave; scale: DMSO 0, 5 µM enzyme 100. activation, % at 8.5 µM. hit rate 0.093% among 330,000;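 active means percent activation above the screen-wide mean plus 3 SD, cut at about 25% in these data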
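System: Uncleavable procaspase-7 mutant enzyme; Amount: 2 µM procaspase-7 mutant as dispensed; Schedule: 1 h compound preincubation, 2 h substrate cleavage, 25 °C; Measured by: 405 nm absorbance of p-nitroaniline; Evaluation: percent activation from buffer-corrected 0–120 min absorbance change; Control set: low DMSO alone, high DMSO plus 5 µM PC-7.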
TPT1 inh: Candida albicans TPT1 enzyme inhibitors, primary screen, biochemical, fluorescence polarization; recombinant caTPT1, FP RNA substrate dephosphorylation; tRNA 2'-phosphotransferase TPT1 (Candida albicans SC5314); inhibition, % at 5 µM; hit rate 0.81% among 300,000;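 active means inhibition above the mean of all tested compounds plus 3 SD, set per screening campaign, cut at about 24% in these data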;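 further: plate controls were DMSO alone for no effect and ferristatin control at 100 nM for full effect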
HCV core dimer: inhibitors of HCV core protein dimerization, primary screen, biochemical, TR-FRET, high-throughput. TR-FRET GST/Flag-core106 dimerization, 1536-well. hit rate 0.33% among 300,000. inhibition, % at 5 µM. AID 1899, 2009;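 active means inhibition above the mean of all tested compounds plus 3 SD, set per screening campaign, cut at about 45% in these data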
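System: GST-tagged and Flag-tagged HCV core protein residues 1-106 / Input: core106 proteins, GST 13.5 nM and Flag 17 nM / Buffer or medium: KF-containing HEPES buffer, pH 7.45, DTT, CHAPS, BSA / Probe or stimulus: Eu-anti-GST and XL665-anti-Flag labelled anti-tag antibodies / Schedule: 4 h, 22.5 °C incubation / Technique: TR-FRET 671 and 617 nm emission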
Efflux pump mplx: inhibitors of Candida efflux pumps in yeast, primary screen, S. cerevisiae, Nile Red, multiplex. S. cerevisiae Candida pump triplex. hit rate 0.44% among 330,000. inhibition, % at 10 µM;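 active means plate passing quality check with inhibition over a set limit, or well fluorescence over plate mean plus 4 SD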;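 further: Nile Red retained in pooled yeast measured as flow cytometry median fluorescence; 0% = buffer negative control and 100% = Enniatin B positive control; higher means more Nile Red kept so more efflux inhibition; some compounds called inactive have numbers as strong as hits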
proCasp3 act: activators of human procaspase-3 D3A mutant, primary screen, biochemical, absorbance, PC-3 D3A mutant, single concentration | hit rate 0.11% among 330,000 | activation, % at 8.5 µM | recombinant procaspase-3 D3A, Ac-DEVD-pNA absorbance 405 nm | Caspase-3 (Homo sapiens), P42574;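 active means activation above the mean of all tested compounds plus 3 SD, cut at about 21% in these data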;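 further: 0% = DMSO alone and 100% = DMSO wells spiked with extra 5 µM PC-3 D3A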
Target sequence (P42574 whole entry D9A/D28A/D175A): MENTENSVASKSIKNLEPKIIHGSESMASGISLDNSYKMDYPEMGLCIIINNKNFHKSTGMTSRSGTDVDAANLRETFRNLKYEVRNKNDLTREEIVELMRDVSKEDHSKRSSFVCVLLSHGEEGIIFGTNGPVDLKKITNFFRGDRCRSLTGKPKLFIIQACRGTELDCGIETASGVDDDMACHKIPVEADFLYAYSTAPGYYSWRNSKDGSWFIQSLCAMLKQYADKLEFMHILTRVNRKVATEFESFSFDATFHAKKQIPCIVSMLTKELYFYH
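Assay system – Procaspase-3 D3A mutant, all three cleavage aspartates alanine · Controls – DMSO-only low control, 5 µM PC-3 D3A high control · Schedule – 1 h compound preincubation, 2 h substrate hydrolysis at 25 °C · Signal – 405 nm absorbance of p-nitroaniline, reads at 0 and 120 min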
CTSL1 counter: Fasciola hepatica cathepsin L1 inhibitors, primary screen, counter-screen for PFM18AAP inhibitor project, biochemical, QFRET, fluorogenic peptide substrate. recombinant F. hepatica cathepsin L1, Z-Leu-Arg-MCA fluorescence. inhibition, % at 5.96 µM. hit rate 0.49% among 300,000. AID 1906, 2009;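 active means inhibition above the mean of all tested compounds plus 3 SD, set per screening campaign, cut at about 17% in these data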;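 further: 0% = plate median of test compound wells and 100% = 1 µM Z-Phe-Ala-diazomethylketone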
PP1 inh: PP1-alpha phosphatase inhibitors, primary screen, counter-screen for PP5 inhibitor project, biochemical, fluorescence, OMFP substrate, single point; purified PP1alpha; hit rate 0.9% among 320,000; Serine/threonine-protein phosphatase PP1-alpha catalytic subunit (Homo sapiens), P62136; inhibition, % at 6.7 µM;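 active means inhibition above the mean inhibition of all tested compounds plus 3 SD, computed separately for each screening campaign, cut at about 15% in these data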
Target sequence (P62136 whole entry, looked up): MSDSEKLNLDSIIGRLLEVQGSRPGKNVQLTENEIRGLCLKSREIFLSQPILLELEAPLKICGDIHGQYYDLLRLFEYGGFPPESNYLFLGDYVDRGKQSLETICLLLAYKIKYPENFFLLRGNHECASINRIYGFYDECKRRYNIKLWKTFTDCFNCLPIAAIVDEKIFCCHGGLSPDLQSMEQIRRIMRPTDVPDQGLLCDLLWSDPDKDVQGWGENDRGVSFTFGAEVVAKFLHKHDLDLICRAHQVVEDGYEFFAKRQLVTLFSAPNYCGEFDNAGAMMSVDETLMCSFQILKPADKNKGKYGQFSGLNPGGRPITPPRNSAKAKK
Numbers without * were called inactive.

cpd	Molecule	PP5 primary	proCasp3 act	JMJD2C inh	procasp7 counter	CTSL1 counter	PP1 inh	HCV core dimer	TPT1 inh	Efflux pump mplx
1	Cc1ccc(-c2csc(N3CCN(c4cc5c(cc4Cl)nc(-c4ccncc4)n5CCN4CCCCC4)CC3)n2)cc1	4.2	-10	-1	-24	3	7	7	9	0.5
2	CN(C)c1ccc(/C(=N\O)c2ccccc2)cc1	5.7	-5	2	-4	3	-1	-4	-3	0.2
3	O=C1CC(c2ccccc2)CC(=O)C1CS(=O)(=O)c1ccccc1 (stereo not given)	2.7	-20	3	-26	0	-1	3	-3	0.0
4	O=C(O)c1cccnc1SCc1cccc(Br)c1	-1.4	1	8	1	5	3	-3	2	0.1
5	Cc1ccccc1OCC(=O)N1CCN(C(=O)COc2ccccc2C)CC1	0.2	-3	5	13	-3	0	4	-2	0.1
6	CCOc1ccc(CCNC(=O)c2nnc(CS(=O)(=O)c3ccccc3)o2)cc1OCC	1.2	1	2	4	-2	3	-1	2	-0.1
7	CCc1ccccc1NC(=O)c1ccc(CN2CCC(Cc3ccccc3)CC2)cc1	3.2	2	31	1	-1	5	-9	-6	-0.1
8	O=C1CCN(C(=O)c2cccs2)c2ccccc21	0.6	10	1	-5	-1	-3	9	0	-0.1
9	Cc1nc2ccccc2c(=O)n1/N=C/c1ccc(N(C)C)cc1	0.9	6	-2	5	4	-1	-1	-3	-0.1
10	O=C(O)C(Cc1c[nH]c2ccccc12)NS(=O)(=O)c1ccc(Br)cc1 (stereo not given)	0.9	-2	-21	-2	2	1	-7	2	0.1
11	Cn1c(=O)[nH]c(=O)c2c1nc(Br)n2Cc1cccc(Br)c1	1.4	1	9	7	2	3	6	1	0.0
12	Cc1cc(C)cc(N(CC(=O)NC2CCCCCC2)S(=O)(=O)c2c(C)[nH]c(=O)[nH]c2=O)c1	0.2	7	4	-1	-2	-5	3	-1	0.1
13	CCN(CC)S(=O)(=O)c1csc(C(=O)NC2CCCCC2)c1	2.0	2	-42	7	-5	3	3	-1	0.0
14	CC(=O)c1ccccc1C(=O)N1CCCC(CCC(=O)N2CCN(c3ccccn3)CC2)C1 (stereo not given)	2.5	0	-6	9	-6	1	-1	2	0.0
15	COCC(=O)N(Cc1ccco1)c1nnc(C2CCOC2)s1 (stereo not given)	-1.7	-1	-6	-2	4	0	-1	-2	0.2
16	COc1ccc(C(=O)NC(Nc2ccc(C)cc2)C(Cl)(Cl)Cl)cc1 (stereo not given)	-0.4	9	-9	-2	1	-1	4	-2	0.0

Some of these compounds in order of the TPT1 inh value, largest number first:
| nr | smiles | PP5 primary | proCasp3 act | JMJD2C inh | HCV core dimer | TPT1 inh | Efflux pump mplx |
| --- | --- | --- | --- | --- | --- | --- | --- |
| 10 | O=C(O)C(Cc1c[nH]c2ccccc12)NS(=O)(=O)c1ccc(Br)cc1 (stereo not given) | 0.9 | -2 | -21 | -7 | 2 | 0.1 |
| 16 | COc1ccc(C(=O)NC(Nc2ccc(C)cc2)C(Cl)(Cl)Cl)cc1 (stereo not given) | -0.4 | 9 | -9 | 4 | -2 | 0.0 |
| 9 | Cc1nc2ccccc2c(=O)n1/N=C/c1ccc(N(C)C)cc1 | 0.9 | 6 | -2 | -1 | -3 | -0.1 |

Carrying on.
cpd	Molecule	PP5 primary	proCasp3 act	JMJD2C inh	procasp7 counter	CTSL1 counter	PP1 inh	HCV core dimer	TPT1 inh	Efflux pump mplx
17	COc1cc(NC(=O)CCc2nnc3ccc(N4CCN(C)CC4)nn23)cc(OC)c1	1.1	7	5	-10	1	-1	-20	-5	-0.1
18	CCCCn1c(SCc2ccccn2)nc2c1c(=O)n(C)c(=O)n2C	1.7	0	-1	-5	0	-6	10	2	0.2
19	CCc1sc(C(=O)NCCCN2CCCC2=O)cc1Br	0.6	-2	-8	-2	1	-3	-4	-2	0.2
20	COc1ccc(NC(=O)c2ccc(S(=O)(=O)N3CCCCCC3)cc2)c(OC)c1	0.0	12	-4	4	-4	-7	6	0	0.0
21	COc1ccc(C)cc1NCC(=O)Nc1ccc(C(C)(C)C)cc1	5.3	1	-6	-13	-2	0	6	3	0.2
22	CCCCNC(=O)c1ccc(N2CCC3(CC2)OCCO3)c([N+](=O)[O-])c1	0.9	-3	-9	0	0	0	-8	2	0.2
23	CC1C(c2ccccc2)=NNc2nc3c(c(=O)n(C)c(=O)n3C)n21 (stereo not given)	1.6	3	15	2	6	-2	4	0	0.0
24	Cc1cccc(C)c1-n1c(C)cc(/C=N/NC(N)=S)c1C	1.6	-1	-8	-13	7	4	14	9	-0.1
25	O=C(c1ccncc1)N(Cc1ccccc1)Cc1nc2ccccc2c(=O)[nH]1	-4.7	4	-20	15	-2	0	-1	-1	0.0
26	Cc1cc(C)c(C)c(OCC(=O)NCCN(C)C)c1	-2.3	-2	-3	2	3	0	-13	-2	0.0
27	CCOC(=O)c1ccccc1NC(=O)CSc1nncn1C	0.9	-4	4	14	1	3	-2	0	0.0
28	Cn1c(CNS(=O)(=O)c2ccc(Cl)cc2)cc(=O)n(C)c1=O	3.1	-3	12	0	3	-2	7	1	0.1
29	CCCn1c(=O)c(C(=O)OCC)c(O)c2cc(Br)ccc21	3.7	-3	4	0	-1	4	1	0	-0.1
30	CCC(C(=O)NC1CCCC1)N(C(=O)Cn1nnc(-c2ccc(OC)c(OC)c2)n1)c1cccc(O)c1 (stereo not given)	0.0	8	6	-3	1	-1	-9	-4	0.4
31	COc1ccc(NC(=S)NC(=O)CC(C)C)c(OC)c1	2.4	-4	-6	-4	1	0	0	-11	-0.1
32	CC(C)Cc1nnc(NC(=O)CSc2nc(O)c(Cc3ccccc3)c(=O)[nH]2)s1	-3.5	-6	-2	4	-6	-13	11	-1	0.2

Entries 25–26 of the list above:
cpd	Molecule	PP5 primary	proCasp3 act	JMJD2C inh	procasp7 counter	CTSL1 counter	PP1 inh	HCV core dimer	TPT1 inh	Efflux pump mplx
25	O=C(c1ccncc1)N(Cc1ccccc1)Cc1nc2ccccc2c(=O)[nH]1	-4.7	4	-20	15	-2	0	-1	-1	0.0
26	Cc1cc(C)c(C)c(OCC(=O)NCCN(C)C)c1	-2.3	-2	-3	2	3	0	-13	-2	0.0

Next section
cpd	Molecule	PP5 primary	proCasp3 act	JMJD2C inh	procasp7 counter	CTSL1 counter	PP1 inh	HCV core dimer	TPT1 inh	Efflux pump mplx
33	CC(=O)OCC#CCSc1nc2ccccc2n1C	2.7	0	4	7	2	-2	4	0	0.0
34	CCOC(=O)CSc1nc(C)[nH]c1[N+](=O)[O-]	-4.7	-1	14	11	3	-2	-11	-3	-0.1
35	CC(C)(C)c1cc(CCC(=O)N2CCNCC2)c(C(C)(C)C)cc1O	0.7	7	3	3	0	1	2	-1	-0.2
36	Cc1ccc(/C(N)=N/OC(=O)CN(C)S(=O)(=O)c2ccc(C)cc2)cc1	2.9	4	9	1	-18	-3	-12	-4	-0.2
37	CCCNC(=O)Nc1nnc(C2CC2)s1	-0.1	7	8	5	-4	6	3	-3	-0.1
38	CCc1cccc2c(C#N)cn(CC(=O)NCCOC)c12	-0.2	1	7	0	2	-7	3	-7	-0.1
39	COc1ccc(OC)c(C(=O)c2ccc(C(=O)N3CCCCC3)cc2)c1	2.3	6	13	-4	1	-3	-4	0	0.0
40	Cc1ccc2c(c1)N(CC(=O)NCCc1c[nH]c3ccccc13)C(=O)CO2	1.3	-7	-5	6	-1	-1	4	-1	-0.1
41	O=C(NCc1ccccc1Cl)C1CCC(=O)N1Cc1ccc(F)cc1 (stereo not given)	0.7	-5	-15	-5	1	1	2	-3	0.1
42	Cc1cc(C)c(NC(=S)NCCCSC2CCCCC2)c(C)c1	0.5	0	-8	-8	1	-3	4	-3	-0.1
43	O=S(=O)(Nc1ccc(Br)cn1)c1ccc(Cl)s1	0.3	8	3	13	-3	-1	4	-2	-0.3
44	O=C(Cc1ccccc1)Nc1ccc(Cl)cn1	-0.4	-2	-11	-5	1	-3	-3	0	0.1
45	O=C(N1CCN(c2ccccn2)CC1)N1c2ccccc2Sc2ccccc21	4.4	4	3	10	0	-4	4	-2	0.0
46	CN(C(=O)CN1C(=O)c2ccccc2S1(=O)=O)c1ccccc1C(=O)O	1.3	-2	0	-4	-3	-1	-1	1	0.0
47	Cc1ccc(OCCCN2CCCC2)c(C)c1	-1.2	-5	-2	5	-1	0	-2	-4	0.0
48	CCc1cccc(N(C(=O)c2csnn2)C(C(=O)NC(C)(C)C)c2ccccn2)c1 (stereo not given)	1.7	8	-1	-1	-5	-5	0	-7	0.0
49	COc1ccc(C)cc1NC(=O)CSc1nc2ccccc2nc1N1CCCC1	-0.5	14	1	5	9	2	13	-3	-0.2
50	COc1cccc(CNC(=O)CCS(=O)(=O)c2cccs2)c1	1.3	4	12	6	-3	0	-2	-4	-0.2
51	O=C(c1cc(F)ccc1F)C1CCCN(C(=O)c2ccc3nccnc3c2)C1 (stereo not given)	-1.4	4	14	4	4	-1	2	-2	0.0
52	O=C(c1nn(Cc2ccccc2)c(=O)c2ccccc12)N1CCc2ccccc2C1	-0.5	-7	2	3	1	-1	11	-2	-0.1
